Compound activity as filed in PubChem.
E coli WT exp: E. coli BW25113 growth inhibition, expanded screen; OD600 absorbance; 98,000 compounds, 0.15% hits; growth inhibition, % at 100 µM;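 active = growth inhibition above about 50% at one test dose, limit read from the data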;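 also: growth measured after 20 h incubation at 37 °C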
EphB4 antag: antagonists of human EphB4-ephrin-B2 interaction | inhibition, % at 7 µM | EphB4 LBD / TNYL-RAW-Alexa532 peptide, fluorescence polarization | 97,000 compounds, 0.15% hits | AID 720 | P54760;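 active = inhibition above the screen-wide mean inhibition plus 3 SD, cut at about 15% in these data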;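 also: 0% = DMSO wells and 100% = excess unlabeled TNYL-RAW peptide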
CYP2C19 act: activators of human cytochrome P450 2C19; P33261; recombinant CYP2C19, luciferin-H EGE luminescence; active compounds read high; 0 = fully inhibited enzyme, 1 = untreated enzyme; activation factor at 5 µM; 96,000 tested, under 10 active; AID 1025;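 active = activation factor of at least 2 at 5 µM in the primary screen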;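 also: 0 = wells with 2.5 mM tranylcypromine and 1 = vehicle-only wells; values of inactives mirror those of a sister screen read the other way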
PostGolgi yeast: growth inhibition of a yeast mutant, post-Golgi transport screen; post-Golgi transport phenotypic cell assay; inhibition, % at 10 µM; 98,000 compounds, 0.9% hits; in the data active = inhibition above about 30%;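 also: yeast cells grown in 1536-well plates; yeast grown about 18 h at 30C before absorbance read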
PTK2B oligo ant: blocks oligomerization of human Pyk2 in cells | Q293 cells, Pyk2 FERM NanoBiT luminescence; active compounds read low | z-score (the deposit names both 25 µM and 10 µM) | Q14289 | 99,000 compounds, 0.83% hits;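 active = Z-score of -3 or lower, scaled per plate to the spread of control and sample wells; inactive = z-score above -3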;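 also: negative z-score means lost luminescence so less FERM oligomerization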
Target sequence (Q14289 whole entry, looked up): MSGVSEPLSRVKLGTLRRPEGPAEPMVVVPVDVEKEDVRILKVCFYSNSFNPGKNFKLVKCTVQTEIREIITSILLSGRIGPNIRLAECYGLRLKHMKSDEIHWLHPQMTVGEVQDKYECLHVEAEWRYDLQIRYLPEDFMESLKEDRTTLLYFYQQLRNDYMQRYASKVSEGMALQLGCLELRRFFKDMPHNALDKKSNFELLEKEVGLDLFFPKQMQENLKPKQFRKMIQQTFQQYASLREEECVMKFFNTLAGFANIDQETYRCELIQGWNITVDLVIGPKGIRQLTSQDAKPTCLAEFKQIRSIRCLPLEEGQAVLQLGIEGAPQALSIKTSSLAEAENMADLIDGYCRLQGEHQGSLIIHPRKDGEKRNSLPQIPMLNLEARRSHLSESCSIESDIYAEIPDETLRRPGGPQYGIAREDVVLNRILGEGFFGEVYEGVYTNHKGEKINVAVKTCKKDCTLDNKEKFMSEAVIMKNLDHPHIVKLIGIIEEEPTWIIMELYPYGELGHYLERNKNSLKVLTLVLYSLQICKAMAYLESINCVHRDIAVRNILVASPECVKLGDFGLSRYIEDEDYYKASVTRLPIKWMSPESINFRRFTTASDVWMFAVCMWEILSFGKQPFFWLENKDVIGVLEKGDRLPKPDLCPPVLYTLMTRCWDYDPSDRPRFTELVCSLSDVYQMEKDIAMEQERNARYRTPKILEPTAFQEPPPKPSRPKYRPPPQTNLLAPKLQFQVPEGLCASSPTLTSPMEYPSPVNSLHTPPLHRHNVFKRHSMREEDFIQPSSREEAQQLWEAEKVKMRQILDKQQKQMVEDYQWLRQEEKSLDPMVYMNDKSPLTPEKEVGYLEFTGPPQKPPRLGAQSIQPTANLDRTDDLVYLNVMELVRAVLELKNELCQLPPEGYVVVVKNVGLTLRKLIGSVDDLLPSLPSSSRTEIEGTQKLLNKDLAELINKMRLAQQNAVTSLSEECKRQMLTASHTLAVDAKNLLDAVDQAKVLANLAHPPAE
PLAP activator: activators of human placental alkaline phosphatase; P05187; activation fold at 20 µM; purified PLAP enzyme, luminescent substrate read-out; active compounds read high; 96,000 compounds, 1.2% hits; in the data active = activation fold above about 2
CYP2C9 inhib: inhibitors of human CYP2C9. P11712. CYP2C9 Supersomes, luciferin-H conversion, luminescence. inhibition, % at 5 µM. 96,000 compounds, 20% hits;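 active = blocking of liver enzyme CYP2C9 beyond about 50% at 5 µM, limit read from the data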; also: values of inactives mirror those of a sister screen read the other way
CYP2C9 act: activators of human CYP2C9. AID 1024. 96,000 compounds, 1.4% hits. activation factor at 5 µM. recombinant CYP2C9, luciferin-H conversion, luminescence; active compounds read high; factor 1 = untreated enzyme, 0 = blocked;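 active = activation factor of 2 or more for CYP2C9 at a 5 µM dose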;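 also: 0 = sulfaphenazole-blocked wells and 1 = vehicle-only wells; values of inactives mirror those of a sister screen read the other way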
CYP2C19 inh: blocks human cytochrome P450 2C19; inhibition, % at 5 µM; P33261; AID 778; 96,000 compounds, 21% hits; CYP2C19 Supersomes, luciferin-H EGE luminescence, 30 min;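 active = CYP2C19 inhibition above a set limit at 5 µM in the primary screen, cut at about 50% in these data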;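 also: plate controls were negative control wells for no effect and 2.5 mM tranylcypromine positive control for full effect; values of inactives mirror those of a sister screen read the other way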
* = called active by the depositor; / = no result given.

Molecule	PLAP activator	CYP2C9 inhib	E coli WT exp	PTK2B oligo ant	CYP2C19 act	PostGolgi yeast	CYP2C19 inh	CYP2C9 act	EphB4 antag
CCOc1nnc(C)c2c(C)n(-c3cccc(OC)c3)nc12	1	-1	6	-0.55	0.9	0	13	1	2
O=C(CCCN1C(=O)c2ccccc2C1=O)Nc1sc2c(c1C(=O)NCc1ccco1)CCC2	1.4	96*	-11	-1.7	0.4	-14	65*	0	1
CCOc1ccc(NC(=O)c2cc3cc4ccc(OC)cc4nc3o2)cc1	0.9	5	-3	0.53	0.9	-7	14	0.9	3
O=C(CSc1nnc(-c2ccc(F)cc2)o1)c1ccc2c(c1)OCCO2	1.1	18	-7	0.46	1	1	5	0.8	-10
COc1cccc(CNC(=O)c2cc3c(C)nc4ccccc4c3o2)c1	1.5	17	-17	/	0.6	5	36	0.8	14
Cc1ccccc1CS(=O)(=O)CCC(=O)NCc1ccccn1	0.9	-16	3	0.59	0.9	3	8	1.2	-2
O=C(NCc1ccco1)Nc1ccc(Br)cc1	0.8	64*	12	-0.08	0.4	21	64*	0.4	-7
CCOCCCNC(=O)C(NC(=O)c1cnccn1)c1ccc(C)cc1 (stereo not drawn)	1.5	-3	4	-0.05	0.4	-1	59*	1	-5
CSCCC(NS(=O)(=O)c1ccc2c(c1)oc(=O)n2C)C(=O)NC1CCC(C)CC1 (stereo not drawn)	1	15	-2	/	0.9	-2	6	0.8	/
COc1ccc(Cn2c(C)c(C)c(C#N)c2NC(=O)Nc2cccc(C)c2)cc1	0.9	21	-4	0.02	1	9	1	0.8	-2
CCc1nc(C)ccc1OCC(=O)N(CC)CC	1.1	-6	-8	-0.06	1	2	0	1.1	0
COc1cccc(NC(=O)N(CCCN2CCOCC2)C(C)c2cc3cccc(OC)c3o2)c1 (stereo not drawn)	1.6	67*	6	0.03	0.3	0	66*	0.3	6
Cc1cc(S(=O)(=O)NC2CCCCC2)ccc1OCC(=O)N1CCOCC1	1.5	14	1	0.85	1.1	11	-11	0.9	5
O=C(O)c1cc([N+](=O)[O-])ccc1C(=O)Nc1ccccc1	0.9	-10	0	0.22	1	4	4	1.1	-1
CC(C)OCCCN1C(=O)c2ccccc2C1C(=O)NC1CCCCC1 (stereo not drawn)	1.3	1	5	-0.41	1.1	5	-7	1	0
CCOc1cc(C2NN=C(c3ccccc3)S2)ccc1OCc1ccccc1Cl (stereo not drawn)	1.1	11	-15	-0.11	0.9	-2	11	0.9	1
Cc1ccc(S(=O)(=O)Nc2ccc3c(c2)ncn3C(C)(C)C)cc1	1	80*	-4	-1.4	0.1	2	92*	0.2	/
Cc1ccccc1S(=O)(=O)c1c(C)cc(-c2ccccc2)[nH]c1=O	1	18	-10	-0.27	1	-3	-2	0.8	4
Cc1cc(C)cc(N(CC(=O)NC2CCCCC2)C(=O)CCC(=O)Nc2cc(C)ccn2)c1	1.1	46	/	1.7	0.5	/	46	0.5	/
CCN1CCCC1CNC(=O)CS(=O)(=O)Cc1nc(-c2ccccc2C)oc1C (stereo not drawn)	1.8	46	0	/	0.8	6	17	0.5	-2
Cc1nnc(NC(=O)CCC(=O)N2CCC(C)CC2)s1	/	/	-7	0.73	/	-1	/	/	4
COC(=O)C1CCCN1S(=O)(=O)c1ccc2ccccc2c1 (stereo not drawn)	1.3	-169	-11	2.7	0.6	11	38	2.7*	2
Cc1ccc(C2Nc3ccccc3-c3nc4ccccc4n32)o1 (stereo not drawn)	/	/	-5	-1.3	/	3	/	/	-2
CCOC(=O)N1CCN(C(=O)CS(=O)(=O)c2cn(Cc3ccccc3Cl)c3ccccc23)CC1	1.2	30	3	/	0.9	-12	14	0.7	0
Cc1ccc(Cn2c(-c3nonc3N)nc3ccccc32)cc1	1	31	-15	-0.27	0.8	-7	22	0.7	-4
N#C/C(=C\c1ccc[nH]1)Sc1nc2ccccc2s1	1	77*	12	-2.6	0.1	11	92*	0.2	/
Cc1cnc(NC(=O)CSc2nnc(CNc3ccc(F)cc3)n2CC2CCCO2)s1 (stereo not drawn)	1.2	25	0	1.2	1	0	2	0.8	11
CCOC(=O)c1c(-c2ccccc2)nnn1-c1nc(OCC)nc(N2CCCCC2)n1	1.4	60*	2	-1.6	0.1	1	88*	0.4	/
COc1ccc(S(=O)(=O)N2CC3CCCN3c3ccc(C(F)(F)F)cc32)cc1 (stereo not drawn)	0.7	32	-2	-2.5	0.3	-2	73*	0.7	0
COc1ccc(/C=C\C(=O)c2c(O)ccc3c(C)cc(=O)oc23)cc1OC	1.4	-20	2	-1.8	0.3	-3	68*	1.2	-1
CCCC(c1nnnn1Cc1ccco1)N1CCN(c2cc(Cl)ccc2C)CC1 (stereo not drawn)	1.1	60*	-8	0.05	0.6	3	42	0.4	3
CN(Cc1ccccc1)S(=O)(=O)c1ccc(NS(=O)(=O)Cc2ccccc2)cc1	1.4	94*	-27	-1.2	0.1	1	94*	0.1	2
CCOc1ccc(C(C)=O)cc1CSc1nnc(-c2cccs2)n1CC1CCCO1 (stereo not drawn)	1.4	82*	-1	-0.58	0.1	-7	90*	0.2	2
O=C(COc1ccc(CO)cc1)Nc1ccc(F)cc1	0.9	30	10	0.59	0.5	5	52*	0.7	-3
CCOC(=O)N1CCC(NS(=O)(=O)c2ccc3c(c2)oc(=O)n3C)CC1	1	4	-3	2.1	0.8	-4	16	1	0
CC(C)CNS(=O)(=O)c1ccc(CCC(=O)N2CCN(Cc3ccc4c(c3)OCO4)CC2)cc1	/	/	-2	1.1	/	4	/	/	-3
CC(C)NC(=O)NC(=O)COC(=O)c1ccccc1Oc1ccccc1	0.9	47	9	-0.91	0.5	8	46	0.5	-4
CCCNc1nc2c(c(=O)n(C)c(=O)n2C)n1CCc1ccccc1	0.9	20	1	0.14	0.6	0	36	0.8	6
C=CCOC(=O)C1=C(C)NC(SCC(=O)Nc2ccc(C)c(Cl)c2)=C(C#N)C1c1ccco1 (stereo not drawn)	1.1	79*	-2	-2.4	0.5	9	52*	0.2	-10
COc1ccccc1CN(Cc1cc2cc(C)ccc2[nH]c1=O)Cc1nnnn1Cc1ccco1	1.6	98*	-16	0.33	0	0	99*	0	-2

3 entries already listed, sorted by formula weight, rising.
Molecule	PLAP activator	CYP2C9 inhib	E coli WT exp	PTK2B oligo ant	CYP2C19 act	PostGolgi yeast	CYP2C19 inh	CYP2C9 act	EphB4 antag
CCOC(=O)N1CCC(NS(=O)(=O)c2ccc3c(c2)oc(=O)n3C)CC1	1	4	-3	2.1	0.8	-4	16	1	0
CCOC(=O)c1c(-c2ccccc2)nnn1-c1nc(OCC)nc(N2CCCCC2)n1	1.4	60*	2	-1.6	0.1	1	88*	0.4	/
CC(C)CNS(=O)(=O)c1ccc(CCC(=O)N2CCN(Cc3ccc4c(c3)OCO4)CC2)cc1	/	/	-2	1.1	/	4	/	/	-3

Additional results follow:
Molecule	PLAP activator	CYP2C9 inhib	E coli WT exp	PTK2B oligo ant	CYP2C19 act	PostGolgi yeast	CYP2C19 inh	CYP2C9 act	EphB4 antag
O=C(CN1CCN(Cc2ccc(Cl)cc2)C1=O)NCCCN1CCOCC1	1.3	-21	-1	/	0.9	-2	9	1.2	-4
CC(=O)NCc1nc2ccccc2n1C(C)C	1	-6	5	/	1	9	4	1.1	1
CC(C)(C)c1ccc(C(=O)C=[N+]=[N-])cc1	1.1	-22	21	0.28	1.2	21	-23	1.2	-6
COc1ccc(NC(=O)CSc2nnc(-c3ccncc3)n2CC2CCCO2)c(OC)c1 (stereo not drawn)	1.1	28	-2	0.33	0.4	2	60*	0.7	2
O=C(Nc1cccnc1)Nc1ccc2c(c1)OCO2	0.9	-44	16	0.24	0.9	13	14	1.4	-2
O=C(CSc1nnc2ccccn12)NC(=O)NC1CCCCC1	1.2	2	2	0.38	1	2	4	1	-2
O=C(Nc1cccc(-c2nc3ccccc3[nH]2)c1)c1ccco1	0.7	72*	-3	-1	0.2	-11	82*	0.3	-2
O=C(c1ccc2ccccc2c1)N1CCN(c2ccc(O)cc2)CC1	1	18	-1	-0.31	0.4	1	62*	0.8	8
Cc1ccc(-c2nnc(SCC(=O)NCC3CCCO3)n2C)cc1 (stereo not drawn)	1	2	4	0.34	1.1	-8	-6	1	-1
CSc1nc2c(c(=O)n1-c1ccc(C)cc1)SCC2	1.2	15	3	0.55	1	2	4	0.9	/
OC1CCCN(Cc2cccc3ccccc23)C1 (stereo not drawn)	0.8	3	8	0.1	0.9	-2	6	1	/
N/C(Cc1ccc(Cl)cc1)=N\OC(=O)c1ccccc1	0.9	63*	1	-0.05	0.3	-1	66*	0.4	6
COc1ccc(CN(C(=O)Cc2cccs2)C(C(=O)NC2CCCC2)c2ccncc2)cc1 (stereo not drawn)	1.5	67*	3	-0.16	0.2	38*	80*	0.3	7
CCOC(=O)N1CCC(NC(=O)C2CCCN(C(=O)c3cc4sccc4n3C)C2)CC1 (stereo not drawn)	1.4	-67	4	/	1	-3	5	1.7	-1
O=C(CN1C(=O)COc2ccccc21)NCCCN1CCN(Cc2ccccc2)CC1	1.6	-1	-2	0.26	1	-8	-1	1	-8
CCOC(=O)CC1=C(C(=O)OCC)C(c2cccnc2)C(C#N)=C(N)O1 (stereo not drawn)	0.8	32	10	-0.82	0.4	7	56*	0.7	0
CCCN1CCCc2cc(CN)ccc21	0.8	84*	12	-0.02	0.1	5	90*	0.2	6
COc1nc(OCCNC(=O)Nc2ccccc2)nc(N(C)C)n1	1.3	46	0	0.23	0.3	2	71*	0.5	-13
Cc1ccccc1-n1c(=O)cc(N2CCc3ccccc32)[nH]c1=O	1.2	26	2	/	0.8	-13	23	0.7	-4
COCCN(CC(=O)NC1CCCCC1)C(=O)c1csnn1	1	-10	1	-0.72	1.1	3	-8	1.1	-5
Cc1ccccc1C(=O)Nc1ccccc1C(=O)NCc1ccccc1	1	11	-9	-0.69	1	0	0	0.9	-3
Cc1oc(-c2ccc(Cl)cc2)nc1CN1CCC(C(=O)NCc2cccs2)CC1	1.8	7	-5	0.49	1	-1	1	0.9	1
Cn1c(=O)[nH]c(=O)c2c1ncn2CCN1CCOCC1	1	2	-4	-0.01	1	-4	-4	1	3
O=C(CC1(C(F)(F)F)OCCO1)Nc1ccc2c(c1)OCO2	0.9	8	-1	1.3	0.1	1	94*	0.9	4
O=C(Nc1cccc2c1C(=O)NC2=O)c1ccc(S(=O)(=O)N2CCCC2)cc1	1	4	-3	0.5	1	14	-1	1	3
O=C(CSc1nnc(-c2ccco2)n1Cc1ccco1)NCc1ccccc1	1	85*	4	-0.19	0.3	-4	66*	0.2	6
O=c1ccnc(S/C=C/c2ccccc2)[nH]1	1.2	18	-13	0.92	1	4	2	0.8	-5
Cc1ccc(S(=O)(=O)/N=C(/NC(=S)Nc2ccccc2)c2ccccc2)cc1	0.9	44	-2	-0.08	0.8	4	25	0.6	4
O=C(Nc1c2c(nn1-c1ccc(F)cc1)CS(=O)(=O)C2)C12CC3CC(CC(C3)C1)C2	1.2	13	-3	0.85	0.9	5	14	0.9	3
CCn1c2ccc(/C(C)=N\O)cc2c2cc(/C(C)=N\O)ccc21	0.9	-23	-1	-0.59	1.2	-2	-18	1.2	3
Cc1cc(=O)[nH]c(Cc2ccc(OC(C)C)cc2)n1	1	-2	-2	-0.01	0.8	-2	22	1	-2
O=C(OCCn1cncn1)c1cc2ccccc2oc1=O	0.9	12	-2	-0.29	0.8	2	16	0.9	0
O=c1c(Cl)nc2cc(Cl)ccc2n1CCNc1ncc(C(F)(F)F)cc1Cl	1	47	-2	0.71	0.3	76*	73*	0.5	-6

Hits appear at their usual frequency, and some 31% of all compounds hit somewhere here.
